hIAP act = increases human intestinal alkaline phosphatase activity; P09923; purified human IAP, CDP-Star luminescence, 30 min; active compounds read high; 1 = vehicle-only enzyme, 0 = enzyme-free background; activation factor at 10 µM; 330,000 compounds, 0.16% hits;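 active = activation factor of the enzyme at least 2-fold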; also: the source names both 10 and 20 µM as test concentration; values of inactives mirror those of a sister screen read the other way
Target sequence (P09923 whole entry, looked up): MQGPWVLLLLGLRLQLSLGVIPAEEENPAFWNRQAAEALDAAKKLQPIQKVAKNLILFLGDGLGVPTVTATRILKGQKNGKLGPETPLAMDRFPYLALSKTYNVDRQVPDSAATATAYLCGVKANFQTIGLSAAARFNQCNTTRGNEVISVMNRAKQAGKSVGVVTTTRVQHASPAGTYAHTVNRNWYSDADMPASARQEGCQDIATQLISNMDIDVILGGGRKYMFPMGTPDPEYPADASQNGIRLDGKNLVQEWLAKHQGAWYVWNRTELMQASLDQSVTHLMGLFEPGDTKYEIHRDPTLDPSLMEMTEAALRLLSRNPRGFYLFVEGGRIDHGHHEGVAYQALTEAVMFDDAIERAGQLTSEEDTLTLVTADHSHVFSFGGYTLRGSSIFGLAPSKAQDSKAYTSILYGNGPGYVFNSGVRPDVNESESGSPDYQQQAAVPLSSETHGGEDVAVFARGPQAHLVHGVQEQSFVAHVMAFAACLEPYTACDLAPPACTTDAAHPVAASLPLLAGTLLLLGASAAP
A3A deaminase = inhibitors of human APOBEC3A DNA deaminase. 330,000 compounds, 0.41% hits. inhibition, % at 20 µM. P31941. recombinant A3A, FAM/TAMRA ssDNA deamination fluorescence;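 active = at least 40% inhibition at 20 µM here, with at most 30% in a related deaminase screen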;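 also: plate controls were A3A with DMSO for no effect and wells lacking A3A enzyme for full effect; some results filed as inactive read as strong as hits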
Target sequence (P31941 whole entry, looked up): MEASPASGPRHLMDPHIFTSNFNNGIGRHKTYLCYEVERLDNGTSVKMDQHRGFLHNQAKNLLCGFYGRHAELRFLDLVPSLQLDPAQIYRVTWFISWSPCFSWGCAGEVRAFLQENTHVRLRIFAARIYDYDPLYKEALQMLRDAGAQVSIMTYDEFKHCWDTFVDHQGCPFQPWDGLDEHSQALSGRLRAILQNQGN
hIAP block = blocks human intestinal alkaline phosphatase; purified IAP, CDP-Star luminescence, 30 min; P09923; inhibition, % at 10 µM; 330,000 compounds, 0.12% hits;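 active = inhibition reaching a set limit with compound at 10 µM in the primary screen, cut at about 35% in these data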;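 also: plate controls were DMSO wells with enzyme for no effect and no-enzyme buffer wells for full effect; values of inactives mirror those of a sister screen read the other way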
A3G deaminase = APOBEC3G (human) deaminase inhibition. Q9HC16. recombinant A3G, ssDNA deamination FAM/TAMRA fluorescence. inhibition, % at 20 µM. 330,000 compounds, 0.28% hits. AID 493012;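 active = inhibition of at least 40% at 20 µM, with no more than 30% in the related APOBEC3A deaminase screen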;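 also: plate controls were DMSO wells with A3G for no effect and wells lacking A3G enzyme for full effect; some compounds called inactive have numbers as strong as hits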
Target sequence (Q9HC16 whole entry, looked up): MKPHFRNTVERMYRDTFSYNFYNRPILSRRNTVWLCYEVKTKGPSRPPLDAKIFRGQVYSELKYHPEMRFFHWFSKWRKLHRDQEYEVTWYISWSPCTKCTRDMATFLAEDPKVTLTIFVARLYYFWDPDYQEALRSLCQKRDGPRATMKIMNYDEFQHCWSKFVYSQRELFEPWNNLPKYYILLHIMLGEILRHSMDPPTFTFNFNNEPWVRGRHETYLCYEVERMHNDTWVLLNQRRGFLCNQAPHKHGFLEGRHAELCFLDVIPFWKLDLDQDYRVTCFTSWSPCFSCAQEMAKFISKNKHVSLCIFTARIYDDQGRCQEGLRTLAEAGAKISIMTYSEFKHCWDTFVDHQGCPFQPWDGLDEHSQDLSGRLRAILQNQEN
MPTP inh = blocks calcium-induced mitochondrial swelling; AID 602449; 360,000 compounds, 1.4% hits; isolated mouse mitochondria, Ca2+ swelling absorbance, 30 min; inhibition, % at 10 µM;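 active = inhibition of 50% or more, scaled per plate between neutral and stimulator controls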;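 also: 0% = DMSO wells given calcium and 100% = 1 mM EGTA wells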
mIAP inh = mouse IAP inhibition; purified mouse IAP, CDP-Star luminescence, 30 min; inhibition, % at 10 µM; 330,000 compounds, 0.2% hits; AID 2806;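 active = inhibition of at least 40% at 10 µM in the primary screen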;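 also: plate controls were DMSO with enzyme for no effect and no enzyme wells for full effect; values of inactives mirror those of a sister screen read the other way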
mIAP act = increases mouse intestinal alkaline phosphatase activity; muIAP, CDP-Star luminescence, 30 min; active compounds read high; 1 = vehicle-only enzyme signal, 0 = enzyme-free wells; 330,000 compounds, 0.24% hits; activation factor at 10 µM;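 active = activation factor of at least 2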; also: the source names both 10 and 20 µM as test concentration; values of inactives mirror those of a sister screen read the other way
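Assay system: mouse IAP enzyme / Compound: DMSO-dissolved test compounds / Timing: 30 min, room temperature / Measured by: luminescence from enzymatic CDP-Star hydrolysis / Control set: DMSO-only wells, enzyme-free buffer wells as negative control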
beta cell repl = inducers of beta-cell replication in MIN6 cells; MIN6 cells proliferation, ATPlite luminescence, 48 h; cells starved in 0.2% serum; 100% = growth in 10% serum; 330,000 compounds, 0.29% hits; AID 2380; proliferation, % at 10 µM;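 active = compounds whose signal lies at least 3.5 SD above the mean of all wells on their plate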;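 also: 0% = DMSO-treated cells in low-serum medium and 100% = 10% serum control; some compounds called inactive have numbers as strong as hits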
NR3A LBD binder = NR3A (human) ligand-binding domain modulation; NR3A LBD differential scanning fluorimetry, Tm shift; 0% = protein alone, 100% = glycine-bound protein; Tm shift relative to glycine control, % at 25 µM; 340,000 compounds, 2.5% hits;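 active = melting temperature shift of at least 10% of the positive control shift, at one fixed dose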
Numbers without * were called inactive; nt = not tested or not shown.

Start of the listing, in advance:
SMILES	hIAP act	A3A deaminase	hIAP block	A3G deaminase	MPTP inh	mIAP inh	mIAP act	beta cell repl	NR3A LBD binder
CC(C)C[C@H](NC(=O)OC(C)(C)C)C(=O)N[C@@H](CO)[C@H](O)[C@@H]1C[C@@H]1C(=O)NC1CC1	0.93	-4	7	-9	-1.5	16	0.84	-2	-1
N#Cc1ccc(C(=O)OCC(=O)NC(=O)NC2CCCCC2)cc1	0.86	0	14	-5	-0.4	-1	1	-3	1

All compounds of this part, from the start:
SMILES	hIAP act	A3A deaminase	hIAP block	A3G deaminase	MPTP inh	mIAP inh	mIAP act	beta cell repl	NR3A LBD binder
CC(C)C[C@H](NC(=O)OC(C)(C)C)C(=O)N[C@@H](CO)[C@H](O)[C@@H]1C[C@@H]1C(=O)NC1CC1	0.93	-4	7	-9	-1.5	16	0.84	-2	-1
N#Cc1ccc(C(=O)OCC(=O)NC(=O)NC2CCCCC2)cc1	0.86	0	14	-5	-0.4	-1	1	-3	1
COc1ccc(CCNC(=O)COC(=O)c2ccc([N+](=O)[O-])o2)cc1	1.1	4	-10	3	-2.2	8	0.93	-2	0
O=C(ONC1=NCCCCC1)c1cccc([N+](=O)[O-])c1	0.79	2	22	0	0.1	-2	1	-4	-4
O=C(CSc1ccsc1[N+](=O)[O-])NCCc1ccc(Cl)cc1	0.89	1	11	1	1.8	2	0.98	1	-1
Cc1ccc(S(=O)(=O)Nc2ccccc2CNc2ncc(Br)cc2Br)cc1	0.82	0	18	-2	11	-3	1	-4	-1
Cn1ccsc1=NC(=O)c1ccc([N+](=O)[O-])o1	0.97	30	3	14	0.6	4	0.96	-3	1
CCC1(C)C2(C#N)C(N)=NC(OC)(OC)C12C#N (stereo unspecified)	0.78	32	22	11	0.2	-1	1	-3	0
Cc1ccc2[nH]c(=O)c(CN(CCCN3CCOCC3)C(=O)Nc3ccc(Cl)cc3)cc2c1	0.95	-1	5	-4	5.9	-9	1.1	-3	-4
O=C(Nc1ccc2nn(-c3ccccc3)nc2c1)c1ccc(Br)o1	0.99	-1	1	-4	12	2	0.98	-3	19*
CCOC(=O)CNc1ccc(OC(F)(F)F)cc1	1	-4	-4	-6	0.6	-7	1.1	0	1
COc1cccc(CNC(=O)COC(=O)c2ccc(Cl)s2)c1	1.2	-1	-24	-6	-1.8	-8	1.1	-5	-1
Cn1c(C(=O)OC(C(=O)NC2CCCC2)c2ccncc2)cc2sccc21 (stereo unspecified)	1.1	4	-8	15	1.1	-5	1.1	2	nt
Cc1ccc(C#CC[N+](C)(C)CC#Cc2ccccc2)cc1	1.1	0	-10	-2	-0.2	-11	1.1	-6	-1
COc1ccccc1-n1nc(C(=O)Nc2ccc3c(c2)OCO3)c2ccccc2c1=O	0.91	1	9	0	-0.5	9	0.91	1	-1
CCS(=O)(=O)N1Cc2ccccc2CC1C(=O)Nc1nc2ccccc2[nH]1 (stereo unspecified)	0.99	2	1	-3	0.6	14	0.86	-1	1
Cc1ccc(/C=N/NC(=O)c2ccc3c(c2)OCCO3)s1	0.92	3	8	-3	3.6	12	0.88	-3	0
CCCCCCC1C(C#N)=C(N)OC2=C1C(=O)CC(C)(C)C2 (stereo unspecified)	0.94	-2	6	-5	-0.6	12	0.88	-2	44*
CCOC(=O)Cc1csc(NC(=O)CSc2nnnn2-c2ccc(C)c(C)c2)n1	1	1	-2	-4	32	-2	1	-3	5
COc1ccc(-c2ccc3c(=O)cc(-c4ccsc4)oc3c2)cn1	1	0	-1	-9	0.2	9	0.91	-1	1
CC12CN3CCN(CC(C3)/C1=N\N=C1/C3CN4CCN(C3)CC1(C)C4)C2	0.93	-1	7	10	0.4	2	0.98	-5	0
Cc1ccccc1Nc1nc(N)nc(COC(=O)CCS(=O)(=O)c2ccccc2)n1	0.8	-1	20	-7	0.9	2	0.98	3	-1
N#CNC(=Nc1cccc(F)c1)SCc1ccccc1F	1.2	-2	-18	-5	77*	14	0.85	-6	-4
O=C(NCc1ccco1)C1CCCN(S(=O)(=O)c2cnc[nH]2)C1 (stereo unspecified)	0.93	-3	7	-5	-3.2	7	0.93	1	0
CCCC(=O)OCCNc1cc(SCc2ccco2)c2nonc2c1[N+](=O)[O-]	0.93	51	7	34	-0.4	49*	0.51	0	-1
The list goes on.
SMILES	hIAP act	A3A deaminase	hIAP block	A3G deaminase	MPTP inh	mIAP inh	mIAP act	beta cell repl	NR3A LBD binder
CCc1ccc(C(=O)COC(=O)c2ccccc2OC)cc1	1.2	-2	-16	-2	-0.4	5	0.95	3	2
CCc1nnc(NC(=O)CSCc2cc(=O)n3nc(C(C)C)sc3n2)s1	1	-6	-2	-6	-1.7	0	1	0	2
CCc1ccc(-n2c(C)n[nH]c2=S)cc1	1	-6	-3	56*	0.5	-5	1	1	0
CC(OC(=O)c1cccc(S(=O)(=O)N2CCCC2)c1)C(=O)NC1CCCCC1C (stereo unspecified)	1.2	3	-15	-4	0.3	-1	1	6	0
O=S(=O)(Cc1ccc(Cl)cc1)N1CCN(Cc2ccccc2)CC1	0.91	3	9	-8	0.6	2	0.98	-2	-2
CCOc1ccc2sc(NS(=O)(=O)c3ccc(N)cc3)nc2c1	0.99	-2	1	-1	-1.0	-12	1.1	2	-6
OCC[C@@H]1C[C@@H](O)[C@H](O)[C@@]2(CCCc3ccccc3O2)O1	1.1	-5	-11	-14	0.1	-5	1.1	-1	-1
Cc1ccc(C(=O)NC(O)C(Cl)Cl)cc1 (stereo unspecified)	1.2	-1	-23	-1	-0.4	5	0.95	0	0
COc1ccc(N2CCN(c3oc(COc4ccc(Cl)cc4)nc3C#N)CC2)cc1	1	-4	-2	-10	1.6	-3	1	-3	3
COc1ccc(CCNC(=O)c2ccc3c(=O)n(Cc4ccco4)c(=S)[nH]c3c2)cc1OC	1.1	2	-10	-1	0.7	12	0.88	0	-7
O=C(Nc1ccccc1)c1cccc(-c2nnc(-c3ccccc3)o2)c1	0.89	-2	11	-5	2.7	1	0.99	0	6
CN(C)S(=O)(=O)Nc1ccccc1F	0.92	-5	8	-9	1.1	-4	1	1	2
Cc1cc(Cl)ccc1NC(=S)NCc1ccccc1	0.92	-2	8	-4	10	-30	1.3	0	-2
CCC1(CC)NC(=S)N(Nc2ccccc2)C1=O	0.92	1	8	0	-0.1	3	0.97	-2	nt
O=C1c2ccccc2C(=O)C1c1ccncc1	1.6	-2	-57	-1	-1.6	-2	1	-3	0
CC(=O)c1cccc(NC(=S)N2CCN(c3ccccn3)CC2)c1	1	-1	-4	-4	0.0	8	0.92	-2	0
C=CCN(C(=O)Cn1ncc2c1-c1cc(C)ccc1OC2)c1ccccc1	1.1	0	-7	-2	0.2	7	0.93	-3	0
COc1ccc(NC(=O)CCNC(=O)c2ccco2)cc1OC	0.9	4	10	-5	-1.1	-1	1	0	4
CC(=O)c1ccc(OCC(=O)Nc2ccccc2N2CCCC2)cc1	1.2	-6	-19	-10	0.3	2	0.98	-2	2
Fc1ccccc1COc1ccccc1/C=N/Nc1nc(N2CCCC2)nc(N2CCCC2)n1	1.2	3	-23	2	31	4	0.96	0	-8
O=C(NC1CCSC1=O)c1cccc(Cl)c1 (stereo unspecified)	0.93	1	7	-1	-0.7	10	0.9	-4	1
CCCn1c(=O)[nH]c(=O)c2c1nc(-c1ccc3c(c1)OCCO3)n2CCN1CCOCC1	0.81	-3	19	0	-0.6	2	0.98	-2	0
CC(C)(C)NC(=O)NC(=O)COC(=O)CNS(=O)(=O)c1ccc(Br)cc1Cl	0.93	4	7	-2	-3.0	0	1	0	-1
CCn1nnnc1SCC(=O)c1cccc(OC)c1	0.96	0	4	-1	0.2	20	0.8	-6	-2
Cc1cc(C(=O)N2CCc3ccccc32)c2ccccc2n1	0.94	-2	6	-6	0.1	2	0.98	-2	-1
(more compounds)
SMILES	hIAP act	A3A deaminase	hIAP block	A3G deaminase	MPTP inh	mIAP inh	mIAP act	beta cell repl	NR3A LBD binder
COc1ccc(N(C(=O)c2ccccc2OC)C2C=CS(=O)(=O)C2)c(OC)c1 (stereo unspecified)	1	0	-5	-1	-0.4	-8	1.1	-1	5
COc1ccc([N+](=O)[O-])cc1NCC(=O)c1ccc(C)cc1	1.1	0	-8	-6	0.6	-2	1	-4	0
Cc1nc2ccc(NS(=O)(=O)c3ccc(F)cc3)cc2s1	1.1	-2	-7	-8	2.8	-24	1.2	-2	-1
CC(C)(C)OC(=O)N1CCC[C@H]1c1nnc(SCC(=O)Nc2ccc(Br)cc2)o1	1.2	-1	-23	-5	0.8	0	1	1	29*
O=C(CCSc1nnc2ccccn12)Nc1ccc(F)cc1	1.1	5	-12	3	-0.9	-14	1.1	2	0
Cc1cc(C(=O)COC(=O)c2ccc3c(c2)NC(=O)CS3)c(C)n1CCc1ccc(Cl)cc1	1.2	-3	-18	-7	-1.7	-1	1	-1	-1
O=C(c1ccc(F)cc1)C1CCN(S(=O)(=O)c2ccccc2)CC1	0.96	2	4	-10	-4.9	2	0.98	0	1
Oc1ccc(Nc2nc(NCC3CCCO3)c3ccccc3n2)cc1 (stereo unspecified)	0.97	4	3	-1	2.2	-3	1	-3	-4
CCCNC(=O)N(CCOC)CC1CCCN(C2Cc3ccccc3C2)C1 (stereo unspecified)	0.96	-7	4	-8	0.0	-7	1.1	-1	-3
Cc1cc(CNC(=O)c2ccc3nc(Cc4ccccc4F)oc3c2)nn1C	1.1	-4	-6	-11	-0.7	2	0.98	-2	1
O=C(Nc1ccc2c(c1)OCCO2)C1CCN(C(=O)c2ccc(Cl)cc2)CC1	1	-7	-1	-6	-18	0	1	2	-1
Cn1c(=O)n(C)c2cc(NS(=O)(=O)c3ccc(F)cc3)ccc21	1.1	0	-9	2	0.5	-3	1	0	0
COc1cc(/C=N/NC(=O)c2nc3ccccn3c2C)cc(OC)c1O	0.92	6	8	0	6.9	5	0.95	0	-2
COCCCN1C(=O)C2C(C(=O)Nc3cc(C)cc(C)c3)C3C=CC2(O3)C1C(=O)NC1CCCCC1 (stereo unspecified)	1	1	-3	-7	0.1	14	0.86	1	-1
COC(=O)c1ccc(COc2ccc(/C=N/O)cc2OC)o1	0.97	-3	3	-6	0.7	-9	1.1	-1	2
CC(=O)N1CC(c2ccccc2)C(c2ccc(Cl)cc2)=N1 (stereo unspecified)	0.98	-5	2	-11	-2.7	-4	1	-3	6
Cc1onc(-c2ccc3c(c2)OCO3)c1-c1ccc2[nH]ccc2c1	1	2	-1	5	0.8	-1	1	-3	-5
Cn1c(=O)n(C)c2cc(CN3C(=O)OC(C)(C)C3(C)O)ccc21 (stereo unspecified)	0.96	-2	4	-12	-0.2	4	0.96	-3	1
N#CCC(=O)Nc1cc(C(F)(F)F)ccc1N1CCOCC1	1.2	-7	-15	-4	-1.5	-7	1.1	-3	1
COCCN(C(=O)CSc1nc2ccc(Cl)cc2[nH]1)c1c(N)n(Cc2ccccc2)c(=O)[nH]c1=O	0.86	2	14	-4	-0.8	11	0.89	3	2
Cc1ccc(-n2sc3ccccc3c2=O)cc1	0.97	2	3	77*	-0.1	7	0.93	-3	3
Cc1ccc(Nc2ccc(C(F)(F)F)cc2[N+](=O)[O-])cc1	0.86	-5	14	-2	2.2	16	0.84	-1	11*
Cc1c(S(=O)(=O)N2CCN(c3ccccc3)CC2)c(=O)n(C)c(=O)n1C	0.99	7	1	0	-1.8	-3	1	0	0
COc1cccc(OCCCCSc2ncccn2)c1	1.1	-7	-10	-8	0.5	2	0.97	-1	1
N#Cc1c(C(F)(F)F)cc(-c2ccc(F)cc2)nc1SCC(=O)O	0.94	0	6	-8	-3.8	-10	1.1	-2	-1
CN(C)/C=C1/NC(=S)NC1=O	0.92	-2	8	-2	-2.9	-3	1	-2	1

Bioassay records from PubChem.
